IMP-1 inh: IMP-1 metallo-beta-lactamase inhibitors, primary screen, biochemical, epi-absorbance readout, Pseudomonas aeruginosa enzyme | metallo-beta-lactamase IMP-1 (Pseudomonas aeruginosa) | inhibition, % at 5.6 µM | hit rate 0.45% among 290,000 | purified IMP-1, nitrocefin hydrolysis, epi-absorbance fluorescence;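 active means inhibition above the mean plus 3 SD of all compounds in the same screening run, cut at about 4.5% in these data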;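 further: 0% = IMP-1 with DMSO and 100% = DMSO wells lacking enzyme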
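System: Purified recombinant IMP-1 metallo-beta-lactamase enzyme | Measured by: Fluorescence quenching readout, ex 480/em 530 nm | Replication: Singlicate | Incubation: 15 min preincubation plus 25 min reaction at 25 °C | Evaluation: Percent inhibition from optical density relative to buffer-blank wells | Benchmarks: DMSO with and without IMP-1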
NALP1 yeast inh: NALP1 inflammasome inhibitors in reconstituted yeast, colorimetric, S. cerevisiae, triplicate retest | inhibition, % at 10 µM | hit rate 0.61% among 280,000 | S. cerevisiae NALP1/ASC/caspase-1 growth, X-gal OD620, 72 h; in the data active means inhibition mostly above about 24%, no sharp cut-off; inactive means mostly below about 32%; further: some compounds called inactive have numbers as strong as hits
MEKK2wt PB1 HTS: modulators of MEK5 binding to wildtype MEKK2, primary screen, biochemical, multiplex bead flow cytometry, Alexa488-MEK5 | Mitogen-activated protein kinase kinase kinase 2 (Homo sapiens), Q9Y2U5 | Alexa488-MEK5 binding to MEKK2 WT; actives lie on both sides | binding response (% of control), % at 10 µM | hit rate 1.1% among 290,000; in the data active means binding response below about 67% or above about 130%
M18AAP inhibitor: PfM18AAP inhibitors, malaria aminopeptidase, primary screen, biochemical, QFRET, recombinant enzyme | M18 aspartyl aminopeptidase (Plasmodium falciparum 3D7) | H-Glu-NHMec fluorogenic cleavage | inhibition, % at 7.35 µM | hit rate 1.2% among 290,000;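 active means inhibition above the campaign mean inhibition over all tested compounds plus 3 SD, cut at about 28% in these data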;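 further: 0% = plate median of test compound wells and 100% = 2 mM ZnCl2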
MEKK2 mut-MEK5: MEK5 binding signal on mutant MEKK2 PB1, primary screen, biochemical, multiplex bead flow cytometry, Alexa488-MEK5; Alexa488-MEK5 binding to MEKK2 mutant; percent response, % at 10 µM; hit rate 0.35% among 290,000; in the data active means percent response above about 24%, passing the limit was not always enough; further: inactives centre near 1; some results filed as inactive read as strong as hits
SUMO HTRF inh: inhibitors of in vitro SUMOylation cascade, primary screen, biochemical, HTRF, uHTS | inhibition, % at 35 µM | hit rate 0.36% among 290,000 | HTRF SUMOylation assay, SAE1/SAE2 + UBC9; in the data active means inhibition above about 50%, passing the limit was not always enough; further: strong numbers were not always called active
Target sequence (P63279 whole entry, looked up): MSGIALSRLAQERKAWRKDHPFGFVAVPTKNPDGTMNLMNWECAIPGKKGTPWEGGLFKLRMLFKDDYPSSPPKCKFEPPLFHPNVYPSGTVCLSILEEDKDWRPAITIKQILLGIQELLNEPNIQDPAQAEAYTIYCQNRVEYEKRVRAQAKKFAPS
VIM-2 inhibitor: VIM-2 metallo-beta-lactamase inhibitors, primary screen, biochemical, epi-absorbance readout, Pseudomonas aeruginosa enzyme | hit rate 0.89% among 290,000 | AID 1527, 2009 | inhibition, % at 5.6 µM | purified VIM-2, nitrocefin hydrolysis, epi-absorbance fluorescence;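 active means inhibition above the mean of all tested compounds plus 3 SD, cutoff set per screening run, cut at about 7.5% in these data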;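 further: red hydrolysis product quenches plate fluorescence so inhibitors raise well fluorescence; 0% = enzyme with DMSO and 100% = DMSO without enzyme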
HCV NS3 hel inh: inhibitors of HCV NS3 helicase, primary screen, biochemical, Cy5 molecular beacon fluorescence; Hepatitis C virus NS3 helicase; NS3 helicase DNA unwinding; inhibition, % at 10.9 µM; hit rate 0.56% among 290,000;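 active means inhibition above the mean of all tested compounds plus 3 SD, set per campaign, cut at about 35% in these data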;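 further: 0% = DMSO wells and 100% = thioflavine S control wells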
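Control set: DMSO versus 110 µM thioflavine S; Material: NS3 helicase fragment of HCV; Measured by: Cy5 fluorescence at 0 and 60 min, beacon hairpin quenching; Read-out basis: percent inhibition from t60/t0 fluorescence ratio; Times: reaction time 60 min, 25 °C; Repeats: single replicate; Compound dosing: single dose, 10.9 µM nominal final, DMSO 0.8% final.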
DNA FID counter: compounds displacing fluorescent DNA intercalator, primary screen, artefact control for HCV NS3 helicase inhibitor project, biochemical, FID fluorescence; DNA fluorescent intercalator displacement; inhibition, % at 7.9 µM; hit rate 0.17% among 290,000; AID 1845, 2009; in the data active means inhibition above about 37%;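 further: 0% = vehicle and 100% = reference compound; higher means more ethidium bromide displaced from hairpin DNA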
The depositor's hits bear a star; / = not tested or not shown.

SMILES	IMP-1 inh	NALP1 yeast inh	MEKK2wt PB1 HTS	M18AAP inhibitor	MEKK2 mut-MEK5	SUMO HTRF inh	VIM-2 inhibitor	HCV NS3 hel inh	DNA FID counter
COc1ccc(S(=O)(=O)N(C)CC(=O)NCCN2CCOCC2)cc1C	-1.8	-54.4	101.0	-8.2	1.0	14.1	-0.5	-10.7	-4.0
Cc1ccc(C(C(=O)NCc2ccc(F)cc2)N(C(=O)c2csnn2)C2CC2)o1 (stereo not drawn)	-1.9	22.1	99.0	-9.0	2.0	11.2	-3.9	-4.7	-8.3
Cc1ccc(O)c(-c2[nH]ncc2C(=O)c2ccc(Br)cc2)c1	-1.4	-0.7	95.0	-0.7	-4.0	-14.5	-2.0	-7.9	-17.8
Cc1cc(C)c2c(=O)[nH]c(=O)n(Cc3ccccc3)c2n1	-1.5	28.7	103.0	-2.3	4.0	9.9	-1.6	6.7	-3.5
COc1ccc(C(=O)N2CCN(c3c(C)cccc3C)CC2)cc1OC	-3.1	-1.2	99.0	13.8	0.0	-13.5	-1.6	1.6	-29.3
Cc1cc(NC(=O)c2ccccc2)nc2c1c(=O)oc1ccccc12	-0.5	22.9	80.0	8.8	-10.0	1.2	0.3	-16.5	-2.5
CCc1nnc(NS(=O)(=O)c2ccc(NC(=O)c3ccccc3)cc2)s1	-5.7	/	98.0	-1.6	-1.0	20.3	-2.5	22.0	-21.7
CCOc1ccc(C(O)Cc2nc3ccccc3n2C)cc1 (stereo not drawn)	-3.0	-16.5	107.0	2.1	-2.0	12.4	-2.5	6.0	-7.6
Cc1nonc1C1CCCN1C(=O)c1cc(COc2ccc(F)cc2F)on1 (stereo not drawn)	-0.3	-19.6	96.0	5.0	-6.0	1.9	2.7	2.0	-17.3
O=C(O)CSCC(=O)NCc1ccc(Cl)cc1	-1.7	18.3	100.0	6.3	-4.0	-2.9	-0.3	0.2	2.5
Cc1ccc2sc(-c3ccc(NC(=O)/C=C\C(=O)O)cc3)nc2c1	-1.8	-4.2	101.0	6.8	-5.0	4.8	-2.2	-6.3	-12.0
COc1cc(=O)n(C)c2c(OCC3OC(C)(C)OC3(C)C)cccc12 (stereo not drawn)	-0.6	-9.7	95.0	-2.0	9.0	78.0	2.6	-1.2	-33.9
O=C(NCc1ccc(Cl)cc1)C1CCN(S(=O)(=O)c2cccnc2)CC1	-1.7	3.5	106.0	-0.3	3.0	5.0	-2.8	-2.2	-13.7
CCCCOC(=O)Nc1sc2nc(C)cc(C)c2c1-n1cccc1	0.6	5.7	96.0	-1.8	-3.0	-7.4	1.3	1.6	-4.6
CCOC(=O)N1CCN(C(=O)c2cn(C)c(=O)c3c2c2ccccc2n3C)CC1	-1.6	13.0	95.0	-1.4	-9.0	7.2	0.8	5.1	-23.0
O=C(CSc1nnc(CNC(=O)C23CC4CC(CC(C4)C2)C3)n1-c1ccc(F)cc1)Nc1ccc(F)cc1	-2.4	32.4	115.0	3.9	7.0	-0.7	-2.2	4.4	-5.7
CCc1nnc2c3cnn(-c4ccccc4)c3ncn12	-0.6	29.4	100.0	-0.5	0.0	-0.7	-0.8	-2.1	0.9
Cc1ccc(-c2nnc(Nc3ccc(C(=O)N(C)C)cc3)c3ccccc23)cc1S(=O)(=O)NC(C)(C)CO	-1.5	-5.9	99.0	8.3	-2.0	31.9	1.1	-3.8	-54.5
CN1CC(=O)N(CC(=O)Nc2ccc(Cl)c(C(F)(F)F)c2)C1=O	-1.8	-8.9	104.0	-5.8	0.0	-4.5	-2.1	-13.8	0.5
O=C(Nc1ccc(-c2nc3cc(Cl)ccc3c(=O)o2)cc1)c1ccco1	-0.8	30.4	102.0	0.0	8.0	24.2	-1.2	7.0	-11.4
O=C(Cc1ccccc1)Nc1scc(-c2ccccc2)c1C(=O)N1CCOCC1	-4.3	-8.7	106.0	0.1	6.0	18.7	-4.5	7.8	-25.4
O=C(COc1ccc(Cl)cc1Cl)NN=C1c2ccccc2-c2ccccc21	-2.0	18.3	105.0	-2.0	3.0	0.9	-3.2	5.1	-1.7
CC(C)CNC(=O)C(=O)NNC(=O)c1ccco1	-0.7	2.4	90.0	8.7	-11.0	0.0	-3.1	3.1	1.5
Cc1cccc2cc(CN(Cc3cccnc3)C(=O)c3cccs3)c3nnnn3c12	-2.1	18.9	87.0	-0.6	-13.0	9.4	-0.5	-3.2	8.7

Profiles, quoted from the list. Order of values: IMP-1 inh, NALP1 yeast inh, MEKK2wt PB1 HTS, M18AAP inhibitor, MEKK2 mut-MEK5, SUMO HTRF inh, VIM-2 inhibitor, HCV NS3 hel inh, DNA FID counter
O=C(Cc1ccccc1)Nc1scc(-c2ccccc2)c1C(=O)N1CCOCC1 across the screens: -4.3, -8.7, 106.0, 0.1, 6.0, 18.7, -4.5, 7.8, -25.4
CC(C)CNC(=O)C(=O)NNC(=O)c1ccco1 across the screens: -0.7, 2.4, 90.0, 8.7, -11.0, 0.0, -3.1, 3.1, 1.5
O=C(Nc1ccc(-c2nc3cc(Cl)ccc3c(=O)o2)cc1)c1ccco1 across the screens: -0.8, 30.4, 102.0, 0.0, 8.0, 24.2, -1.2, 7.0, -11.4
CCc1nnc2c3cnn(-c4ccccc4)c3ncn12 across the screens: -0.6, 29.4, 100.0, -0.5, 0.0, -0.7, -0.8, -2.1, 0.9

The list continues.
SMILES	IMP-1 inh	NALP1 yeast inh	MEKK2wt PB1 HTS	M18AAP inhibitor	MEKK2 mut-MEK5	SUMO HTRF inh	VIM-2 inhibitor	HCV NS3 hel inh	DNA FID counter
Cc1cccc(Nc2nc(-c3cccs3)cs2)n1	-4.0	6.1	110.0	5.5	10.0	-29.0	-3.0	-4.1	-2.9
CCCOc1ccc(N2CC(C(=O)Nc3ccccc3F)CC2=O)cc1 (stereo not drawn)	-1.4	27.4	99.0	-6.8	0.0	19.9	-2.2	-3.1	-18.8
CN1Cc2c(N3CCOCC3)nc3sc(C#N)c(N)c3c2CC1(C)C	-1.4	15.6	91.0	2.8	-10.0	44.4	-1.0	-6.1	6.6
C=CCn1cc(C(=O)N2CCN(c3ccccc3)CC2)c(=O)c2cc(S(=O)(=O)N3CCCC3)ccc21	-0.1	5.0	102.0	1.2	1.0	-6.3	-4.7	-8.9	-60.6
COc1ccc(-n2nnnc2SCC(=O)c2ccc(O)c(O)c2)cc1	-3.5	10.4	95.0	35.3*	0.0	-4.6	6.9	5.5	-4.9
COc1ccc2c(=O)c(-c3ccccc3)c(C)oc2c1	-3.5	3.1	96.0	7.5	-2.0	17.0	-1.9	0.8	-11.8
Cc1nn(CC(=O)Nc2ccc(C(=O)N(C)C)cc2)c(=O)c2ccccc12	-2.4	12.7	91.0	-3.1	-7.0	54.0	-1.0	13.2	-8.6
Cc1ccc(C)c(S(=O)(=O)N2CCCOC2CNC(=O)C(=O)NCc2ccco2)c1 (stereo not drawn)	-4.9	33.3	99.0	-3.8	0.0	-2.6	-6.3	8.8	-13.8
COc1cc2c(cc1OC)CN(c1nc(CN3CCCC3)nc3sc(C)c(C)c13)CC2	-2.7	40.4	119.0	1.2	0.0	-5.1	2.8	-18.3	6.9
O=C(CN1C(=O)C2CCCCC2C1=O)Nc1nc(-c2ccccn2)cs1 (stereo not drawn)	-3.1	-3.3	97.0	-62.1	2.0	1.8	-4.6	10.7	-7.8
Cc1c(N)cc(C(=O)N2CCOCC2)cc1[N+](=O)[O-]	-3.3	16.2	95.0	0.3	-4.0	11.6	-0.6	3.3	2.8
O=C(NCC1CCCO1)c1ccc2nc(N3CCCCC3)sc2c1 (stereo not drawn)	-1.7	17.0	108.0	-5.3	3.0	11.6	-1.4	-4.0	-20.9
CC1(C(=O)OCC(=O)Nc2cccc(S(=O)(=O)NC3=NCCCCC3)c2)CC1(Cl)Cl (stereo not drawn)	-1.4	4.3	99.0	-1.6	1.0	10.3	-0.8	2.9	-16.9
Cc1ccc(NN2C(=O)C=C(c3ccccc3)C2=O)cc1	-2.5	-25.0	95.0	22.8	-3.0	2.1	-4.7	-6.1	-1.2
CCC(C)c1ccc(NC(=O)c2ccco2)cc1 (stereo not drawn)	-4.8	8.4	101.0	5.1	7.0	-4.7	-2.9	7.1	-13.6
COc1ccc2oc(C(=O)NC3CCCCC3)c(C)c2c1	-3.2	1.3	99.0	-0.8	2.0	5.7	-2.5	-0.8	-42.1
CSC1=NC(=O)/C(=C/c2ccc(SC)cc2)S1	-3.9	14.5	100.0	-7.8	-2.0	5.4	0.0	25.7	-5.8
COCCNC(=O)C(OC(=O)c1ccco1)c1ccccc1Cl (stereo not drawn)	-3.8	-0.2	108.0	-15.3	4.0	2.1	0.6	-2.1	-3.8
COc1ccc(-c2nn(CCC(=O)O)cc2/C=N/NC(N)=S)cc1	-3.0	1.8	100.0	8.2	1.0	21.6	-3.3	-1.9	-8.9
CCOc1cc(/C=C2\C(=O)N(Cc3ccco3)C(C)=C2C(=O)OC)ccc1O	-1.6	6.3	95.0	17.3	-1.0	11.6	-1.2	1.9	-9.3
CCOc1ccc(C2C(C#N)=C(N)N(N(C)C)C3=C2C(=O)CC(C)(C)C3)cc1 (stereo not drawn)	-3.3	-4.7	96.0	4.0	3.0	13.8	-2.9	-9.1	-24.2
CCn1c(=O)c2sccc2n2c(CCCC(=O)N3CCN(c4ccccn4)CC3)nnc12	-0.4	16.6	99.0	-1.0	-8.0	7.6	8.8*	3.1	-46.1
COc1ccc(C(CC(=O)c2ccc(C)cc2)Nc2ccc([N+](=O)[O-])cc2)cc1 (stereo not drawn)	-2.6	13.7	110.0	2.8	-1.0	7.1	-2.7	-12.9	3.5
O=C(CCN1C(=O)c2ccccc2C1=O)Nc1cc(F)ccc1F	-2.6	-0.7	110.0	-1.0	3.0	2.5	-4.2	-0.9	-0.8
Cc1cccc(N(NC(=O)C(C)(C)O)C(=O)c2ccccc2)c1	-0.9	-2.5	107.0	-4.6	6.0	9.4	-3.5	1.9	-0.9
Cc1cc(NC(=O)COC(=O)C(C)Oc2ccc(Cl)cc2Cl)no1 (stereo not drawn)	-3.2	4.5	112.0	-4.4	9.0	-10.6	-5.9	-11.4	-14.6
Cc1c(NC(=O)c2noc3c2CCc2ccccc2-3)c(=O)n(-c2ccccc2)n1C	-4.0	/	108.0	-5.3	11.0	/	-1.8	-1.9	-1.3
O=C(CSc1nnc(-c2ccco2)n1CC1CCCO1)N1CCCCC1 (stereo not drawn)	-2.6	28.8	107.0	-8.2	2.0	-17.4	-3.0	-0.2	-2.6
